G9a inh: G9a (human) methyltransferase inhibition; Q96KQ7; 8.8% of 350,000 active; Potency, µM (doses to about 102 µM), without a hit: top-dose activity, negative = inhibition, hits mostly inhibitors; G9a H3K9 monomethylation, AlphaScreen, 2 h; further: on the % scale 0 is the no-effect control and ±100 the full control effect; nearly all actives have a fitted effect of over 75% in size
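G9a (20 nM) was preincubated 15 min with compound, then reacted 2 h at room temperature with 500 nM biotin-H3K9 peptide and 20 µM SAM. Monomethyl-H3K9 detected by AlphaScreen using anti-H3K9me1 antibody.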
GLS inh: blocks human kidney-isoform glutaminase activity | AID 624170 | O94925 | GLS enzymatic activity, qHTS titration | Potency, µM (series often up to 45.5 µM), without a hit: at the top dose activity change, negative = inhibition, most hits filed as inhibitors | 0.21% of 410,000 active; further: on the % scale 0 is the no-effect control and ±100 the full control effect
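Enzyme dispensed in phosphate buffer (45 mM, pH 8.2, 0.02% Tween-20), compounds pinned in, then 1 mM L-glutamine solution and the glutamate oxidase–HRP–Amplex Red mix added; fluorescence read immediately and again after 30 min at room temperature.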
JMJD2A Tudor: JMJD2A Tudor domain (human) inhibition. 4.4% of 390,000 active. Potency, µM (top dose mostly 114 µM), inactives show top-dose activity change, negative = inhibition, actives largely listed as inhibitors. AlphaScreen JMJD2A-Tudor / H3K4me3 peptide binding. O75164; further: on the % scale 0 is the no-effect control and ±100 the full control effect; nearly all actives have a fitted effect of over 50% in size
HP1b binding inh: HP1-beta chromodomain-methylated histone interaction inhibition | Potency, µM (top dose mostly 114 µM), inactives show at the highest dose activity change, negative = inhibition, most hits filed as inhibitors | P83916 | 0.56% of 390,000 active | AlphaScreen HP1-beta / biotin-H3K9me3 peptide binding; further: nearly all actives have a fitted effect of over 70% in size; inactives centre near 23
Target sequence (P83916 whole entry, looked up): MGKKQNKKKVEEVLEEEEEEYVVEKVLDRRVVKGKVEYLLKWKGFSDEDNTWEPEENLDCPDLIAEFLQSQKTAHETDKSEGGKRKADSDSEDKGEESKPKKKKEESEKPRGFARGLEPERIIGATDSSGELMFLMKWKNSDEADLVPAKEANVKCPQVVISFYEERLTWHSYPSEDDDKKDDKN
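Compound inhibition of the preformed complex between 50 nM HP1-beta and 50 nM biotinylated H3K9me3 peptide was read by AlphaScreen. Buffer was PBS pH 7.4 with 0.01% Tween-20. Incubations ran 30 min at room temperature, with 10 ug/mL donor/acceptor beads.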
PGK inhibitor: T. brucei PGK inhibition. PGK/GAPDH coupled, Kinase-Glo luminescence, 60 min. P07378. 0.043% of 380,000 active. Potency, µM (series often up to 57.5 µM), for the others: at the top dose activity change, negative = inhibition, most hits filed as inhibitors; further: on the % scale 0 is the no-effect control and ±100 the full control effect; nearly all actives have a fitted effect of over 60% in size
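Luminescent ATP detection (Kinase-Glo Plus) follows a 60-minute room-temperature incubation, with wells lacking PGK as controls. Buffer: 100 mM TEA (pH 7.6), 5 mM MgCl2, 0.01% Tween-20. Coupling enzyme GAPDH (100 nM final) supplies unstable 1,3-BPG in-well.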
POLI inh: inhibitors of human DNA polymerase iota; Q9UNA4; Pol iota fluorescent replication assay, 10 min; Potency, µM (highest dose often 115 µM), inactives show top-dose activity, negative = inhibition, usual class: inhibitors; 1% of 390,000 active; AID 588590
Target sequence (Q9UNA4 whole entry, looked up): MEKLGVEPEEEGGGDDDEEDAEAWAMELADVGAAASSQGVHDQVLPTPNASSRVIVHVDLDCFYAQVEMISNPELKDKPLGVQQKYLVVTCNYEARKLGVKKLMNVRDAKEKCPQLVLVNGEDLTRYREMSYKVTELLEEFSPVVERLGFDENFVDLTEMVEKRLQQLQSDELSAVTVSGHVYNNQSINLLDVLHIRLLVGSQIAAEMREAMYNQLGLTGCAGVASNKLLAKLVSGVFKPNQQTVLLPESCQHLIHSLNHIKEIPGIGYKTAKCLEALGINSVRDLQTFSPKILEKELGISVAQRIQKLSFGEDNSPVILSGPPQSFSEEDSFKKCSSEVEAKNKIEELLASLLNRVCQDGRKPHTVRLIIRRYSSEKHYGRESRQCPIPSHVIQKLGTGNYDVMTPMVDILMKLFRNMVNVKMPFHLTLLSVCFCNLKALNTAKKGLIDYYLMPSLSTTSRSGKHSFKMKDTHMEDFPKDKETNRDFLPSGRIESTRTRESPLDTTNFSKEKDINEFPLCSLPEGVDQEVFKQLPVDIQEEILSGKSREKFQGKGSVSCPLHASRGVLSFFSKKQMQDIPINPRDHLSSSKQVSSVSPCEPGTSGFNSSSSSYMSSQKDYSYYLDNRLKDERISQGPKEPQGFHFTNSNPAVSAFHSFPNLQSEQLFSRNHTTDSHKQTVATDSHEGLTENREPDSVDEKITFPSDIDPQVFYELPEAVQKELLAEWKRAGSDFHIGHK
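Pol iota at 10 nM preincubated 15 min with compounds at room temperature; reaction started with fluorescent substrate, 50 nM final. Fluorescence read kinetically at 0 and 10 min; buffer-only wells as negative control.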
BLM helicase inh: Bloom syndrome helicase (human) inhibition; AID 2528; recombinant BLM DNA unwinding, fluorescence dequenching; P54132; Potency, µM (titrated, usually from 56.1 µM), for the others: at the top dose activity change, negative = inhibition, actives largely listed as inhibitors; 0.2% of 350,000 active;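 further: plate controls were vehicle for no effect and no enzyme for full effect; nearly all actives have a fitted effect of over 35% in size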
Pin1 inhibitor: human Pin1 inhibition; Q13526; Pin1 FP peptide displacement, HiFluor488, 10 min; Potency, µM (top dose mostly 115 µM), for the others: at the highest dose activity, negative = inhibition, actives largely listed as inhibitors; 0.009% of 390,000 active; AID 504891; active means well fitted inhibition curve with a large enough effect in the polarisation, with a control signal flat, not every such curve was filed as active; inconclusive means small, poorly fitted or top-dose-only effect, or effect the other way, or a change in a side signal; inactive means no such curve, though single readings can be large or run the other way; the % refers to the polarisation; further: on the % scale 0 is the no-effect control and ±100 the full control effect
Target sequence (Q13526 whole entry, looked up): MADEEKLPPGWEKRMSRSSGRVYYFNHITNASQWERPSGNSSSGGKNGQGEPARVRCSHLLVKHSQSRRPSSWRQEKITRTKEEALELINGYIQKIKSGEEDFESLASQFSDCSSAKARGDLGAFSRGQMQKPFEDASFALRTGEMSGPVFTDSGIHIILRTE
BAZ2B inh: BAZ2B (human) inhibition | Potency, µM (doses to about 114 µM), for inactives: at the highest dose activity change, negative = inhibition, actives largely listed as inhibitors | Q9UIF8 | AlphaScreen BAZ2B-H3K14Ac peptide displacement | 4.4% of 360,000 active; further: on the % scale 0 is the no-effect control and ±100 the full control effect; nearly all actives have a fitted effect of over 60% in size
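Inhibition is scored as reduced AlphaScreen emission. The BAZ2B/b-H3(5-23)K14Ac complex (50 nM each) in PBS pH 7.4, 0.01% Tween-20 meets compound (up to 110 uM) for 30 min at RT before bead addition.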
* marks the source's active call; other numbers are inactive results; & = joins results of further samples; [ ] = dose if it differs, or a comment. Unless noted, the call rests on the fitted dose curve; in most records, active means well fitted curve in the direction sought with a large enough effect; inconclusive means small, poorly fitted or top-dose-only effect, or another doubt; inactive means no such curve, though single readings can be large; an effect the other way counts as inactive or inconclusive. Potency means the concentration at half of the fitted maximal effect.

For CCCc1nnc(SCC(=O)Nc2ccc(OC)cc2)n1N the results were G9a inh -17%[59 µM], GLS inh 3%, JMJD2A Tudor -16%, HP1b binding inh 16%, PGK inhibitor 0%, POLI inh -1%, BLM helicase inh -6%, Pin1 inhibitor -2% and BAZ2B inh -1%.
For Cc1cccc(C(=O)NNC(=O)c2ccccc2[N+](=O)[O-])c1 the results were G9a inh 0%, GLS inh 18%, JMJD2A Tudor -6%, HP1b binding inh 16%, PGK inhibitor -2%, POLI inh 10%, BLM helicase inh 0%, Pin1 inhibitor -12% and BAZ2B inh 6%.
COCCNC(=O)C(c1ccc(C)o1)N(Cc1ccccc1)C(=O)Cn1nnc2ccccc21 (configuration not stated) was read as G9a inh 9%[59 µM], GLS inh -4%, JMJD2A Tudor 14%, HP1b binding inh 26%, PGK inhibitor -9%, POLI inh -2%, BLM helicase inh -1%, Pin1 inhibitor 5% and BAZ2B inh 15%.
`COC(=O)N/N=C/c1cn(CCOc2cccc(OC)c2)c2ccccc12` gave G9a inh -10%, GLS inh 8%, JMJD2A Tudor -29%, HP1b binding inh 25%, PGK inhibitor -5%, POLI inh -1%, BLM helicase inh -7%, Pin1 inhibitor 12% and BAZ2B inh -25%.
`CNC(=O)c1cc2c(ccc3ccccc32)o1` gave G9a inh inconclusive, GLS inh 11%, JMJD2A Tudor -10%, HP1b binding inh 33%, PGK inhibitor 1%, POLI inh -3%, BLM helicase inh -5%, Pin1 inhibitor -12% and BAZ2B inh -32%.
Screening Cc1ccc(N2CCN(C(=O)c3c(C)oc4ncnc(N5CCCCC5)c34)CC2)c(C)c1 returned G9a inh -28%[59 µM], GLS inh 3%, JMJD2A Tudor -36%, HP1b binding inh -16%, PGK inhibitor 0%, POLI inh -30%, BLM helicase inh -5%, Pin1 inhibitor -11% and BAZ2B inh inconclusive.
For COc1cccc(CN(C)C(=O)c2cc(S(=O)(=O)N3CCCC3)ccc2C)c1OC the results were GLS inh -1%, JMJD2A Tudor -14%, HP1b binding inh 31%, PGK inhibitor 0%, POLI inh inconclusive and Pin1 inhibitor 3%.
COc1ccccc1-c1nc(SCC(=O)Nc2ccccc2)n[nH]1 was read as GLS inh 7%, JMJD2A Tudor -1%, HP1b binding inh 17%, PGK inhibitor inactive, POLI inh 10%, BLM helicase inh 0%, Pin1 inhibitor 0% and BAZ2B inh -2%.
For S=C(NCCC1=CCCCC1)Nc1ccccc1 the results were G9a inh -2%, GLS inh 9%, JMJD2A Tudor -3%, HP1b binding inh 8%, PGK inhibitor 2%, POLI inh 3%, BLM helicase inh -3%, Pin1 inhibitor -8% and BAZ2B inh 11%.
`CC(=O)c1ccc(NS(=O)(=O)c2ccc3c(c2)NC(=O)CCS3)cc1` gave G9a inh -9%[59 µM], GLS inh 5%, JMJD2A Tudor 4%, HP1b binding inh 31%, PGK inhibitor inactive, POLI inh -7%, BLM helicase inh 4%, Pin1 inhibitor -7% and BAZ2B inh 7%[57.1 µM].
`COC(=O)c1sccc1NC(=O)CN1CCN(c2ccc(F)cc2)CC1` gave G9a inh 45µM*, GLS inh -4%, JMJD2A Tudor inconclusive, HP1b binding inh -14%, PGK inhibitor -1%, POLI inh -6%, BLM helicase inh -8%, Pin1 inhibitor -8% and BAZ2B inh inconclusive.
For CCOC(=O)c1sc(N)c(C(=O)OC)c1C the results were G9a inh 5%, GLS inh inconclusive, JMJD2A Tudor -1%, HP1b binding inh 24%, PGK inhibitor -5%, POLI inh 80%[activator], BLM helicase inh 0%, Pin1 inhibitor 3% and BAZ2B inh -27%.
Cc1nc(NC(=O)c2ccc3c(c2)OCCO3)ccc1Br was read as GLS inh 1%, JMJD2A Tudor 3%, HP1b binding inh 42%[activator], PGK inhibitor 3%, POLI inh 15%, BLM helicase inh -4%, Pin1 inhibitor 0% and BAZ2B inh 12%.
`Fc1cccc(F)c1-c1nc(-c2ccncc2)no1` gave G9a inh 24%, GLS inh 2%&-9%, JMJD2A Tudor 7%&10%, HP1b binding inh 34%&40%, PGK inhibitor -6%&-5%, POLI inh 13%&4%, BLM helicase inh 4%&-11%, Pin1 inhibitor -2%&-1% and BAZ2B inh 6%&2%.
`O=C(NCc1ccccc1)c1c(O)c2cccc3c2n(c1=O)CCC3` gave G9a inh 110%[activator], GLS inh 5%, JMJD2A Tudor 40%[activator], HP1b binding inh 124%[activator], PGK inhibitor 0%, POLI inh 12%, BLM helicase inh -1%, Pin1 inhibitor 0% and BAZ2B inh 13%.
Cc1ccc(S(=O)(=O)CC(=O)Nc2nnc(C(C)C)s2)cc1 was read as G9a inh -5%, GLS inh 21%, JMJD2A Tudor -12%, HP1b binding inh -6%, PGK inhibitor -6%, POLI inh 31%[activator], BLM helicase inh 1%, Pin1 inhibitor -6% and BAZ2B inh -2%.
`Cc1ccc(C(=O)N2CCN(CCNC(=O)C(=O)NC(C)C)CC2)cc1` gave GLS inh 0%, JMJD2A Tudor -7%, HP1b binding inh 37%, PGK inhibitor -7%, POLI inh 59%[activator], BLM helicase inh -1%, Pin1 inhibitor -4% and BAZ2B inh -4%.
Screening Cc1nc2ccccn2c1-c1nnco1 returned G9a inh 6%, GLS inh -3%, JMJD2A Tudor -5%, HP1b binding inh 10%, PGK inhibitor -6%, POLI inh 16%, BLM helicase inh 1%, Pin1 inhibitor -2% and BAZ2B inh 14%.
COc1ccc(C)cc1S(=O)(=O)N1CCCC(C(=O)NCc2ccccn2)C1 (configuration not stated) was read as G9a inh 31%, GLS inh 3%, JMJD2A Tudor -3%, HP1b binding inh 35%, PGK inhibitor inactive, POLI inh 8%, BLM helicase inh 1%, Pin1 inhibitor 3% and BAZ2B inh 0%.
`CCOC(=O)C1=C(N)OC2=C(C(=O)CC(C)(C)C2)C1c1cc(CSc2nnnn2C)cs1` (configuration not stated) gave G9a inh inconclusive, GLS inh 1%, JMJD2A Tudor -20%, HP1b binding inh 18%, PGK inhibitor 9%, POLI inh 167%[activator], BLM helicase inh 1%, Pin1 inhibitor -2% and BAZ2B inh -17%.

2 consecutive entries already listed, for reference:
Cc1nc(NC(=O)c2ccc3c(c2)OCCO3)ccc1Br was read as GLS inh 1%, JMJD2A Tudor 3%, HP1b binding inh 42%[activator], PGK inhibitor 3%, POLI inh 15%, BLM helicase inh -4%, Pin1 inhibitor 0% and BAZ2B inh 12%.
`Fc1cccc(F)c1-c1nc(-c2ccncc2)no1` gave G9a inh 24%, GLS inh 2%&-9%, JMJD2A Tudor 7%&10%, HP1b binding inh 34%&40%, PGK inhibitor -6%&-5%, POLI inh 13%&4%, BLM helicase inh 4%&-11%, Pin1 inhibitor -2%&-1% and BAZ2B inh 6%&2%.

Next entries follow:
Brc1ccc(CSc2nnc(-c3ccccn3)n2Cc2ccco2)cc1 was read as G9a inh 50µM*, GLS inh -6%, JMJD2A Tudor -33%, HP1b binding inh 26%, PGK inhibitor 2%, POLI inh -17%[58.9 µM], BLM helicase inh -11%, Pin1 inhibitor 2% and BAZ2B inh inconclusive.
Screening O=C(Nc1ccc(Cl)cc1)NN1CCCCCC1 returned GLS inh -16%, JMJD2A Tudor -18%, HP1b binding inh 12%, PGK inhibitor inactive, POLI inh 66%[activator] and Pin1 inhibitor inconclusive.
Screening CC(=O)OC1CC(C)(C)N(OC(=O)c2ccc(N)cc2)C(C)(C)C1 returned G9a inh 14%[59 µM], GLS inh -1%, JMJD2A Tudor -7%, HP1b binding inh 17%, PGK inhibitor -7%, POLI inh 13%, BLM helicase inh -3%, Pin1 inhibitor -2% and BAZ2B inh 10%.
CCN(C(=O)COC(=O)c1cc2c(s1)CCCC2)c1c(N)n(Cc2ccccc2)c(=O)[nH]c1=O was read as GLS inh -4%, JMJD2A Tudor -6%, HP1b binding inh 32%[57 µM], PGK inhibitor inactive, POLI inh 45µM* and Pin1 inhibitor 13%.
Screening Cn1c(=O)c2c(ncn2CCOc2cccc(Br)c2)n(C)c1=O returned G9a inh 21%, GLS inh 1%, JMJD2A Tudor 5%, HP1b binding inh 50%[activator], PGK inhibitor -5%, POLI inh -6%, BLM helicase inh -3%, Pin1 inhibitor -4% and BAZ2B inh 0%.
For Cc1cc(NC(=O)/C=C/C(=O)N(c2ccccc2C)C(C(=O)NC2CCCC2)c2ccc(F)cc2)no1 (configuration not stated) the results were G9a inh 4%[0.501 µM], GLS inh 0%, JMJD2A Tudor -12%, HP1b binding inh 4%, PGK inhibitor inactive, POLI inh 22%, BLM helicase inh -16%, Pin1 inhibitor -1% and BAZ2B inh -30%.
For COc1nc(OC/C(N)=N/O)nc(N2CCOCC2)n1 the results were G9a inh -19%[12.7 µM], GLS inh 38%[activator], JMJD2A Tudor -1%, HP1b binding inh 30%[activator], PGK inhibitor -2%, POLI inh 13%, BLM helicase inh -2%, Pin1 inhibitor 2% and BAZ2B inh 0%.
For COc1ccc(CNC(=O)Cn2cc([N+](=O)[O-])nc2C)cc1 the results were G9a inh 4%[59 µM], GLS inh 0%, JMJD2A Tudor 18%, HP1b binding inh 37%[activator], PGK inhibitor -1%, POLI inh 28%, BLM helicase inh -1%, Pin1 inhibitor -2% and BAZ2B inh 4%.
For Cc1onc(-c2ccccc2)c1-c1nnc(-c2ccccc2C(F)(F)F)o1 the results were GLS inh 1%, JMJD2A Tudor 61%[activator], HP1b binding inh 159%[activator], PGK inhibitor -7%, POLI inh 52%[activator], BLM helicase inh -10%, Pin1 inhibitor -2% and BAZ2B inh 31%.
`CCCn1c(SCC(=O)c2ccc(OC)c(OC)c2)nc2c1c(=O)n(C)c(=O)n2C` gave G9a inh 27%[59 µM], GLS inh -2%, JMJD2A Tudor -15%, HP1b binding inh 22%, PGK inhibitor -1%, POLI inh 0%, BLM helicase inh -11%, Pin1 inhibitor 1% and BAZ2B inh 47%[activator].
CC(=O)Nc1sc(C)c(C)c1C(=O)OCC(=O)Nc1ccccc1 was read as G9a inh 3%[59 µM], GLS inh 1%, JMJD2A Tudor -10%, HP1b binding inh 30%, PGK inhibitor inactive, POLI inh 20%, Pin1 inhibitor -2% and BAZ2B inh -2%.

Source: PubChem (National Center for Advancing Translational Sciences (NCATS))

A portion of the library (hit frequency here may not be typical).
